Compound activity (PubChem)
M1 ag: human M1 muscarinic receptor agonists, primary screen, Fluo-8 calcium fluorescence, CHO-K1 cells, HTS. activation, % at 3 µM. AID 588814, 2011. 360,000 tested, 0.33% active. Muscarinic acetylcholine receptor M1 (Homo sapiens), P11229. CHO-K1 hM1, agonist mode; 0% DMSO, 100% acetylcholine EC100;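 active means activation above the run's mean compound activation plus 3 SD, cut at about 16% in these data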;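 further: peak over basal fluorescence ratio within a 140 s kinetic read after compound addition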
Target sequence (P11229 whole entry, looked up): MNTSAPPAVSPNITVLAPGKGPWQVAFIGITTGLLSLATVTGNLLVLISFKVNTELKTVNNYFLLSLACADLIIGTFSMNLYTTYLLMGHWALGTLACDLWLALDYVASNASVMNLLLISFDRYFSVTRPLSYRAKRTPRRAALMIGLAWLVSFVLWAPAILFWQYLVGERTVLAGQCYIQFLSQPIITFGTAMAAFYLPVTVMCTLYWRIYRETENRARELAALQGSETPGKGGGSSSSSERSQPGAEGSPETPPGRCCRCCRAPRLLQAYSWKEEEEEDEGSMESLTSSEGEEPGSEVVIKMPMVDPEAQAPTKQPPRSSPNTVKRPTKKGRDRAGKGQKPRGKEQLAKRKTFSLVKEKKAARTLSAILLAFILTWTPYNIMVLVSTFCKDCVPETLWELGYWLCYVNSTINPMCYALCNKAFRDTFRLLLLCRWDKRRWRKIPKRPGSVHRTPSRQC
CHO-K1 Ca antag: counter-screen for M1 antagonists: effect in parental CHO-K1 cells. ATP-induced calcium, Fluo-8 fluorescence. inhibition, % at 3 µM. 360,000 tested, 0.6% active. AID 602250;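 active means inhibition above a per-plate cutoff, the plate's mean sample inhibition plus 3 SD, cut at about 24% in these data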;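 further: 0% = DMSO plus EC80 ATP and 100% = DMSO alone without ATP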
CHO-K1 Ca PAM: nonselective calcium activators in parental CHO-K1 cells, primary screen, counter-screen for M1 PAM project, cell-based, Fluo-8 calcium fluorescence, full deck, 1536-well; ATP EC20; 0% at ATP EC20, 100% at ATP max; activation, % at 3 µM; 360,000 tested, 0.02% active; AID 602247, 2012;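 active means activation above the run cutoff, the mean activation of all test compounds plus 3 SD, cut at about 40% in these data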;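 further: peak over basal fluorescence ratio in a 140 s read after ATP addition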
V1aR counter: agonists of human V1a receptor, primary screen, counter-screen for OXTR agonist project, fluorescence, CHO-V1R cells | Fluo-8 calcium fluorescence, agonist mode; 0% DMSO, 100% 3 nM vasopressin | activation, % at 3 µM | AID 2797, 2010 | 320,000 tested, 0.25% active | Vasopressin V1a receptor (Homo sapiens), P37288;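 active means activation above the mean activation of all tested compounds plus 3 SD, per screening run, cut at about 20% in these data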;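 further: signal is peak over basal fluorescence ratio across a 100 second FLIPR read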
M1 ag parental: counter-screen for M1 agonists: effect in parental CHO-K1 cells; Fluo-8 calcium fluorescence; scaled to maximal ATP response, vehicle zero; activation, % at 3 µM; 360,000 tested, 0.48% active; AID 602248, 2012; in the data active means activation above about 15%;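 further: untransfected CHO-K1 host cells lacking M1 receptor as counterscreen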
OXTR potentiator: human OXTR potentiators, primary screen, fluorescence, CHO-OTR cells, Fluo-8 calcium; Oxytocin receptor (Homo sapiens), P30559; Fluo-8 calcium fluorescence, potentiator mode; 0% = oxytocin EC15, 100% = EC100; activation, % at 3 µM; 320,000 tested, 0.061% active; AID 2445, 2010;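 active means activation above that plate's cutoff, the mean activation of tested compounds plus 3 SD, cut at about 6.6% in these data, passing the limit was not always enough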;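 further: 100% uses oxytocin at 75 nM as the full agonist control; some results filed as inactive read as strong as hits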
Target sequence (P30559 whole entry, looked up): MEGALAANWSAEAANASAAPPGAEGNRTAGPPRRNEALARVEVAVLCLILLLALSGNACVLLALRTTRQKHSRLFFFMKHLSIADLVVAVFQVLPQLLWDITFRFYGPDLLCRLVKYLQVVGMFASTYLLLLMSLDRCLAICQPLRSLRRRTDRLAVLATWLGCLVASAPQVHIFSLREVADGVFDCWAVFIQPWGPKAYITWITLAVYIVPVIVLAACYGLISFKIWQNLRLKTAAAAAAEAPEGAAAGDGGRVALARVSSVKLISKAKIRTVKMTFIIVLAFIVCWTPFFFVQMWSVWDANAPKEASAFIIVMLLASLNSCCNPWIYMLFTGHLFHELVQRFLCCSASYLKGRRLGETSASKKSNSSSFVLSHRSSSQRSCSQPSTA
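Assay system: CHO-OTR cells, human receptor / Also added: oxytocin at about EC15, sub-maximal agonist stimulus / Dosing: single dose, 3.0 µM nominal final compound concentration / Incubation: 6 min pre-incubation, 100 s read / Technique: Fluo-8 calcium dye fluorescence / Read-out: % activation vs EC15 and EC100 oxytocin / Benchmarks: EC15 oxytocin low, 75 nM oxytocin high / Replicates: singlicate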
CHO parental Ca: ATP-evoked calcium signal inhibitors, parental CHO, primary screen, counter-screen for OX1R antagonist project, cell-based, fluorescence, Fluo-8 calcium dye; parental CHO-K1, ATP-induced calcium, Fluo-8 fluorescence; inhibition, % at 5.6 µM; 330,000 tested, 0.63% active;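 active means inhibition above that plate's mean sample inhibition plus 3 SD, cut at about 26% in these data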;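 further: 0% = ATP-challenged DMSO wells and 100% = DMSO wells without ATP; some compounds past the cut are filed as inactive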
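Assay system: parental CHO cells; Read-out basis: percent inhibition of ATP-evoked calcium rise, normalized to controls; Benchmarks: ATP and no-ATP DMSO wells; Compound dosing: single nominal dose of 5.6 µM per compound; Signal: Fluo-8 calcium dye fluorescence; Also added: ATP as calcium-mobilizing challenge; Repeats: singlicate.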
TAAR1 ag: human TAAR1 agonists, primary screen, Fluo-8 calcium fluorescence, CHO RD-HGA16 cells | vehicle wells 0%, saturating PEA agonist 100% | activation, % at 3 µM | 360,000 tested, 0.99% active | AID 624467, 2012;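 active means activation above the mean activation of all test compounds in the run plus 3 SD, cut at about 38% in these data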
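System: CHO RD-HGA16 cells carrying human TAAR1 plus Gα16; Incubation: 17-24 h seeding, 75 min 37 °C dye, 30 min RT; Measured by: Fluo-8 fluorescence, 5 s baseline then 140 s kinetic read; Control set: DMSO and PEA EC100; Replication: single well for each compound.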
TAAR1 antag: human TAAR1 antagonists, primary screen, Fluo-8 calcium fluorescence, CHO RD-HGA16 cells; antagonist; 360,000 tested, 1.5% active; AID 624466, 2012; inhibition, % at 3 µM; Trace amine-associated receptor 1 (Homo sapiens), Q96RJ0;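 active means inhibition above a per-plate cutoff, the mean inhibition of test compounds on that plate plus 3 SD, cut at about 49% in these data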;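 further: 0% = DMSO plus EC80 beta-PEA response and 100% = DMSO alone without agonist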
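Test system: hTAAR1-expressing CHO RD-HGA16 cells, Gα16-coupled; Probe or stimulus: EC80 β-phenethylamine stimulus; Compound dosing: single nominal final test compound concentration of 3 µM; Timing: 140 s kinetic read after compound, 140 s after agonist; Signal: Fluo-8 calcium-sensitive fluorescence; Measure: % inhibition of agonist calcium response; Controls: DMSO and EC80 PEA controls.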
* hit, by the source's call; x = no result given.

SMILES | M1 ag | CHO-K1 Ca antag | CHO-K1 Ca PAM | V1aR counter | M1 ag parental | OXTR potentiator | CHO parental Ca | TAAR1 ag | TAAR1 antag
Cc1ccc(NC(=O)c2ccc(NC3=NC4CS(=O)(=O)CC4S3)cc2)cc1 (configuration not stated) | 1 | -16 | 18 | 0.8 | 0.4 | -6 | -5 | 2 | -6
Cc1cc(NS(=O)(=O)c2cccc([N+](=O)[O-])c2)no1 | -1 | -10 | 3 | -0.5 | 1.0 | -1 | 6 | 1 | -15
O=C(N/N=C/c1ccc(Br)s1)c1c[nH]c2ccccc12 | 3 | -8 | 23 | -1.0 | 0.8 | -5 | -9 | 8 | 3
Cc1c(NC(=O)c2ccc(S(=O)(=O)N3CCOCC3)cc2)c(=O)n(-c2ccccc2)n1C | -6 | -16 | -4 | 0.9 | 1.0 | 1 | -13 | 2 | -9
O=C(CO/N=C/c1ccc(OC(F)F)cc1)NC1CCCCC1 | -4 | -15 | 20 | 0.0 | 1.6 | -11 | 18 | 5 | 1
Cc1cc(C)cc(OCc2ccc(C(=O)O)o2)c1 | -2 | -5 | 9 | 0.9 | 0.1 | 2 | -4 | 13 | 9
COc1ccc(CN(C(C)=O)c2cccc(C)c2C)cc1 | -4 | 4 | 11 | -1.8 | 5.4 | -9 | -7 | 23 | -20
O=C(OCn1nnc2ccccc2c1=O)c1ccc2c(=O)n3c(nc2c1)CCC3 | -11 | -9 | 6 | 0.6 | 0.6 | -1 | -17 | 1 | -5
COCOCCn1cc(CN2CCS(=O)(=O)N(Cc3ccc(-c4ccc(Cl)nc4)cc3)C(C(C)C)C2=O)nn1 (configuration not stated) | -4 | -13 | 17 | x | 0.6 | x | x | 4 | -19
COC(=O)c1c(NC(=S)NN2CCN(C)CC2)sc2c1CCC(C)C2 (configuration not stated) | -2 | -8 | 15 | 1.4 | 3.2 | -10 | 3 | 1 | -17
CC(C)c1nnc(NC(=O)CCC(=O)NC2CCCc3ccccc32)s1 (configuration not stated) | -4 | -7 | 18 | -0.5 | 1.8 | 6 | -10 | 9 | -24
CCC(=O)N1CCc2cc(S(=O)(=O)NC(Cc3ccccc3)C(=O)O)ccc21 (configuration not stated) | -3 | -2 | 22 | 1.7 | -0.8 | 0 | -7 | 1 | -16
c1ccc2c3c([nH]c2c1)C1(CCCCC1)NCC3 | -10 | -7 | 16 | 0.6 | 0.4 | -2 | -10 | 4 | -25
Cc1nc(C(=O)NC2CCCCC2)sc1C1(C)CC(c2cccc([N+](=O)[O-])c2)=NO1 (configuration not stated) | -1 | -15 | 8 | 2.7 | 1.9 | -9 | -8 | 12 | 43
N#Cc1ccc(CO/N=C/c2ccccc2)cc1 | -6 | 18 | -13 | -1.4 | -0.4 | -10 | -6 | -1 | -6
CC1CCCCN1C(=O)Cn1c(=O)oc2cc(S(=O)(=O)N3CCCCC3)ccc21 (configuration not stated) | -5 | -19 | 5 | 1.7 | 0.6 | -5 | -8 | 1 | -9
O=C(CC[C@H]1O[C@@H](n2ccc(=O)[nH]c2=O)[C@H](O)[C@@H]1O)N[C@@H](Cc1ccccc1)C(=O)NCC1CCCO1 (some centres not stated) | -3 | 2 | 9 | x | 0.5 | x | x | 4 | -23
C=CCC1(NCc2ccco2)CCN(CC)CC1 | -11 | -1 | 0 | 0.1 | 0.2 | -5 | 4 | 7 | -9
O=C(NCc1cccnc1)c1cn(-c2ccccc2)nc1-c1ccccc1 | -3 | 8 | -8 | -0.1 | 1.6 | 5 | -10 | 6 | 20
O=C(O)COCC(=O)Nc1ccc(Oc2ncnc3cc(Cl)ccc23)nc1 | -2 | 8 | -15 | -1.8 | -0.4 | -7 | -10 | 0 | 8
COc1cccc(C(CNC(=O)C(c2ccccc2)c2ccccc2)N(C)C)c1 (configuration not stated) | -12 | -7 | -14 | -0.1 | 0.7 | -5 | -6 | 6 | -5
N#Cc1cc2c(nc1SCc1cccc(Cl)c1)CCCCC2 | -3 | 11 | -4 | -0.2 | -0.2 | -6 | -1 | 11 | 9
Cc1nc(C(C)N(C)Cc2nc(-c3ccc4c(c3)OCO4)no2)c(C)s1 (configuration not stated) | -7 | -6 | 18 | 6.2 | 5.1 | -7 | -16 | 3 | -3
Cc1ccccc1C(=O)NC1CCN(Cc2nnnn2CCc2ccccc2)CC1 | -7 | 9 | 0 | 0.6 | 0.3 | 2 | -4 | 10 | 13
O=C(COC(=O)C1CCN(c2ccc(C(F)(F)F)cn2)CC1)NCc1ccc(Cl)cc1Cl | -4 | -6 | 2 | 3.1 | 1.7 | -6 | -11 | 2 | 13
Next part.
SMILES | M1 ag | CHO-K1 Ca antag | CHO-K1 Ca PAM | V1aR counter | M1 ag parental | OXTR potentiator | CHO parental Ca | TAAR1 ag | TAAR1 antag
COc1ccc(-c2[nH]c(-c3ccc(C)cc3)nc2SCC(=O)NCc2ccco2)cc1OC | -1 | -2 | 2 | -1.7 | 0.1 | -1 | -15 | 0 | 4
Cc1ccccc1CSCC(=O)NCc1ccco1 | -2 | 17 | -5 | 0.8 | -0.6 | 0 | -7 | 2 | -15
Cc1nnc(SCC(=O)Nc2cccc(S(=O)(=O)N3CCCC3)c2)n1C1CC1 | -8 | 19 | -14 | x | -0.1 | x | x | 1 | -16
COc1ccc(CC(N)c2csc(NC(=O)Nc3ccccc3-c3ccccc3)n2)cc1 (configuration not stated) | -1 | 1 | -6 | x | 3.3 | x | x | 2 | 15
CC(=O)c1cnc(N(C)C)s1 | -4 | -5 | 16 | 1.4 | 0.0 | -8 | 3 | 2 | 17
O=C(COc1ccc(Cl)cc1Br)N1CCN(c2ncccn2)CC1 | -1 | -1 | 11 | x | 0.2 | x | x | 4 | 3
COc1cccc(-n2cnc3sc(-c4ccccc4)cc3c2=O)c1 | -2 | -6 | 3 | 0.3 | 0.6 | -1 | 3 | -1 | -21
Cc1ccc2c(c1)N(CC(=O)NCC1CCCO1)C(=O)CO2 (configuration not stated) | -1 | -24 | 5 | 0.0 | 0.8 | -5 | -4 | 6 | 0
CCN1C(=S)N[C@@H](CCc2ccccc2)[C@H](C(=O)OC)[C@H]1C | -5 | -22 | 14 | -0.3 | 0.8 | -10 | -6 | 1 | -5
CCOC(=O)N1CCN(C(=O)c2cccc(NC(=O)c3ccco3)c2)CC1 | 0 | 6 | 1 | 0.7 | 0.1 | 0 | -10 | 4 | -3
COc1ccc2oc(=Nc3ccccc3)c(-c3nc4ccccc4[nH]3)cc2c1 | -2 | 13 | 6 | -0.5 | 0.1 | -10 | -11 | 0 | 8
COc1ccc(/C=N/OC(=O)Nc2ccc(Cl)cc2)c(OC)c1 | 3 | 14 | 4 | 2.9 | 2.0 | -3 | 14 | 2 | 10
CC(C)c1ccc(NC(=O)c2cccc(NC3=NC4CS(=O)(=O)CC4S3)c2)cc1 (configuration not stated) | -2 | 16 | 0 | -0.3 | 2.1 | -7 | 1 | 3 | -26
CCS(=O)(=O)N1Cc2ccccc2CC1C(=O)Nc1ccc(OC)cc1 (configuration not stated) | -1 | 5 | -14 | 0.4 | 0.0 | -4 | -13 | 0 | 12
Cc1sc2c(c1C)C(O)=C(C(=O)Nc1ccccc1)S(=O)(=O)N2C | -4 | 1 | 7 | -1.0 | 3.8 | -3 | -10 | 1 | 2
CC1(C)CC(=O)C=C(NCC(=O)O)C1 | 3 | -7 | -7 | 0.8 | -0.4 | 0 | 1 | 2 | -5
CC(c1nc2scc(-c3ccccc3)c2c(=O)[nH]1)N1CCN(CC(=O)NC2CC2)CC1 (configuration not stated) | -4 | -6 | 13 | x | -0.3 | x | x | -2 | -2
Cc1ccnc2nc(C(=O)OCC(=O)N3CC(C)CC(C)C3)nn12 (configuration not stated) | -2 | 5 | -19 | x | 0.9 | x | x | 0 | -34
Cc1ccc(N/C=C(/C#N)c2ccsc2)cc1 | -5 | -10 | 16 | -1.4 | -0.3 | -3 | -15 | 6 | 25
Cc1ccc(S(=O)(=O)Nc2ccc3[nH]ccc3c2)cc1 | 5 | -12 | 19 | 4.3 | 1.1 | -17 | -8 | 4 | -20
COc1cccc2c1CCc1c-2nc2ccccc2c1C(=O)O | -2 | -15 | 0 | 0.0 | 0.6 | -3 | -6 | 0 | 18
Cn1c(CCN2CCCCC2)nc2cc(NC(=O)C3CCCCC3)ccc21 | -4 | 2 | 7 | 0.7 | 0.4 | -16 | -2 | 2 | 8
COc1ccccc1CNC(=O)COC(=O)C1=COCCO1 | -3 | -5 | 17 | 0.5 | -0.2 | -10 | 0 | 3 | -9
Cc1cccc(C)c1NC(=O)COC(=O)C1CC1 | -1 | -10 | 14 | -0.1 | 0.6 | 7 | -2 | 1 | -7
Cc1nnc(NC(=O)c2ccc(F)c(S(=O)(=O)N3CCCCC3)c2)s1 | 2 | 4 | -1 | 0.3 | 0.3 | -3 | -1 | 0 | -34
O=C(Nc1ccc(OC(F)(F)C(F)F)c(NC(=O)c2ccc(F)cc2)c1)c1ccc(F)cc1 | -3 | -5 | 2 | 2.8 | -0.3 | -19 | 7 | 8 | 32
COc1ccc(S(=O)(=O)N(C)CC(=O)NCCC2=CCCCC2)cc1OC | -5 | -4 | 14 | 0.2 | 0.9 | -6 | -19 | 5 | 7
CCN(Cc1ccncc1)C(=O)c1ccc(C)c(S(=O)(=O)N2CCCCC2)c1 | -1 | -6 | 27 | 1.4 | 1.3 | -9 | -13 | 13 | 0
CSCc1ccc(C(=O)NCc2ccc(F)cc2)cc1 | -8 | 0 | 13 | 0.0 | 0.2 | -13 | -9 | 0 | 10

As entered above:
Value of `Cn1c(CCN2CCCCC2)nc2cc(NC(=O)C3CCCCC3)ccc21` in TAAR1 antag: 8
Value of `COc1ccc(-c2[nH]c(-c3ccc(C)cc3)nc2SCC(=O)NCc2ccco2)cc1OC` in V1aR counter: -1.7
Value of `O=C(Nc1ccc(OC(F)(F)C(F)F)c(NC(=O)c2ccc(F)cc2)c1)c1ccc(F)cc1` in OXTR potentiator: -19
